H1N1 NS1A inhibition: NS1A inhibition, H1N1 influenza, cell based functional assay (AID 504329); NS1A functional cell-based assay, percent inhibition; higher % means a stronger effect; one-dose inhibition, % at 12.5 µM; IC50 in µM for titrated hits; 340,000 compounds, 0.3% hits; in the data active = a potency from the dose series; inconclusive = inhibition above about 27% without an active follow-up result; note: strong numbers were not always called active
M. tuberculosis HTS: M. tuberculosis growth inhibition, HTS (AID 449762); 330,000 compounds, 0.59% hits; M. tuberculosis H37Rv growth inhibition, 7H9 media; higher % means a stronger effect; inhibition, % at 25 µM; hits with a dose series show IC50 in µM; in the data active = a potency from the dose series; inconclusive = inhibition above about 70% without an active follow-up result;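 note: bacterial growth assessed after seven days of incubation; strong numbers were not always called active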
VEEV TC-83 Vero: inhibitors of VEEV TC-83 cytopathic effect, confirmation, Vero cells (AID 588727). 350,000 compounds, 0.13% hits. Vero cells, VEEV TC-83 cytopathic effect inhibition; higher % means a stronger effect. inhibition, % at 20 µM; hits with a dose series show IC50 in µM; in the data active = a potency from the dose series; inconclusive = inhibition mostly from about 14% at the one dose, without a potency; inactive = the rest, 99 in 100 with inhibition below about 12%; note: strong numbers were not always called active
tuberculosis growth: growth inhibition of non-replicating M. tuberculosis (AID 488890); 320,000 compounds, 0.39% hits; one-dose inhibition, % at 25 µM; IC50 in µM for titrated hits; Mycobacterium tuberculosis non-replicating, growth inhibition; higher % means a stronger effect; in the data active = a potency from the dose series; inconclusive = inhibition mostly from about 82% at the one dose, without a potency; inactive = the rest, 99 in 100 with inhibition below about 76%;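 note: plate controls were DMSO cells for no effect and high antibiotic wells for full effect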
PhoP GFP inhibition: PhoP regulon inhibitors, Salmonella typhi PhoP promoter GFP reporter, confirmatory (AID 1850); Salmonella Typhi PhoP-promoter GFP reporter, fluorescence, 4 h; higher % means a stronger effect; one-dose inhibition, % at 50 µM; IC50 in µM for titrated hits; 310,000 compounds, 0.33% hits; in the data active = a potency from the dose series; inconclusive = inhibition mostly from about 25% at the one dose, without a potency; inactive = the rest, 99 in 100 with inhibition below about 19%;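 note: 0% = induced wells with vehicle and 100% = uninduced wells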
VEEV TC-83 Vero 10K pilot screen: second read-out of VEEV TC-83 Vero, no call of its own (marks repeat the call); inhibition, %; measured here: 10K pilot screen inhibition
Starred values were filed as active, the others as inactive; i = inactive; ? = inconclusive; · = not tested or not shown.

SMILES | H1N1 NS1A inhibition | M. tuberculosis HTS | VEEV TC-83 Vero | tuberculosis growth | PhoP GFP inhibition | others
Cc1c(Cl)cccc1NC(=O)CC1SCCNC1=O (centres undefined) | 0% | 2% | 0.7% | 26% | -2%
c1ccc(-c2ncc(CN3CCN(c4ccccn4)CC3)[nH]2)cc1 | 3% | -10% | 1.7% | 4% | -1%
CCCCN(C(=O)c1ccc2c(c1)OCO2)C1CCS(=O)(=O)C1 (centres undefined) | -9% | -4% | 1.8% | -22% | 10%
CNC(=O)c1ccc(-n2nc(C)cc2-c2ccccc2)cc1 | -5% | · | 6.8% | -12% | -4%
CCOc1cccc(CNCCSc2nnnn2C)c1 | 7% | 3% | 0.6% | 6% | -6%
COc1ccccc1-c1cc(C(=O)Nc2cccnc2)no1 | 1% | -3% | i | 4% | -2%
O=C(Nc1c[nH]c(=O)[nH]c1=O)c1ccccc1Cl | -5% | 3% | 0.3% | -12% | -7%
CCCC(=O)Nc1cccc(NC(=O)c2ccc(C)c([N+](=O)[O-])c2)c1 | 3% | 1% | i | -10% | 1%
Fc1ccc(N2CCN(/C=C/c3nnnn3-c3ccccc3)CC2)cc1 | 8% | -8% | 0.5% | 7% | -3%
Cn1c(=O)c2c(ncn2CC(=O)OCC(=O)Nc2ccccc2)n(C)c1=O | -9% | 1% | 0.4% | -8% | 1%
COc1ccc(S(=O)(=O)N2CCC(N3CCN(Cc4ccccc4)CC3)CC2)cc1 | -20% | -4% | 0.2% | -2% | 1%
O=C(CCN1CCN(c2ccccc2F)CC1)Nc1ccccc1F | 2% | 4% | 1.6% | 6% | 9%
COCCOC(=O)/C=C1/NC(=O)CS1 | -4% | -4% | i | -7% | 5%
CS(=O)(=O)N(CC(=O)Nc1ccc(F)cc1)C1CCCCC1 | 9% | 3% | 2.5% | -18% | -8%
COc1ccc(CCCc2nnc(SCC(=O)Nc3ccc(OC)cc3)o2)cc1 | -8% | ? | 1.8% | ? | 7%
c1ccc(CCCNCCCn2cnc3c(OCc4ccccc4)ncnc32)cc1 | -7% | · | 5.8% | · | ·
CCCOc1ccccc1C1NC(=O)NC(C)=C1C(=O)OCCOCC (centres undefined) | -9% | 0% | i | 3% | 1%
NS(=O)(=O)c1cccc(NC(=O)Cn2nc(C(=O)O)c3ccccc3c2=O)c1 | 8% | 7% | 1.1% | 0% | -1%
COc1cc2c(cc1NC(=O)Nc1ccc(C)cc1)oc1ccccc12 | -3% | 1% | 3.0% | · | 6%
O=C(O)c1ccc2c(=O)[nH]c(CCl)nc2c1 | 8% | -6% | i | -16% | 4%
O=C(O)c1ccc(-n2nnnc2Oc2ccccc2C(=O)N2CCOCC2)cc1 | -12% | -8% | i | 0% | 0%
CC(C(=O)OCc1nnc(-c2ccccc2)o1)N1C(=O)C2CCCCC2C1=O (centres undefined) | -7% | -4% | 3.1% | 10% | 3%
CCN(CC)C(=O)n1cnc(-c2ccccc2)c1-c1ccccc1 | -9% | -6% | 6.0% | -5% | 1%
CCSCCc1nnc(NC(=O)Nc2cccc(C(F)(F)F)c2)s1 | -5% | 58% | 0.2% | 75% | -3%
CCCCN(C(=O)c1ccc2c(c1)OCO2)c1ccccc1 | 2% | -4% | 0.8% | 40% | -2%
COc1cccc(C(=O)Nc2cccc(-c3ccc4nncn4n3)c2)c1OC | 4% | -7% | 5.2% | 8% | 6%
CCc1nnc(NS(=O)(=O)c2ccc(N/C=C\C(=O)c3cccc(OC)c3)cc2)s1 | 2% | 16µM* | 3.5% | 70% | -8%
CCc1ccccc1NC(=O)COc1ccc(C(=S)N2CCCC2)cc1 | 11% | -2% | 2.7% | 12% | 1%
C/C(=N\NC(=O)C1CCCN(S(=O)(=O)c2ccccc2)C1)c1cccnc1 (centres undefined) | -20% | 1% | 3.8% | 7% | 6%
O=C(Nc1ccccc1N1CCCCC1)c1ccccc1F | -8% | 8% | i | 51% | 10%
Cc1ccccc1CNC(=O)c1ccc2nc(N3CCOCC3)sc2c1 | 6% | 0% | 3.9% | 46% | ·
CC(=O)c1cccc(N=Nc2c(-c3ccccc3)[nH]n(-c3ccccc3)c2=O)c1 | 20% | ? | 10% | 52% | 3%
COC(=O)[C@@H]1CCCN1C(=O)c1ccc(OC2CCN(Cc3ccccn3)CC2)cc1 | 4% | 4% | i | -6% | -8%
O=C(CCNS(=O)(=O)c1ccccc1)N1CCCCCCC1 | -5% | -3% | 2.4% | 1% | 2%
Cc1ccccc1OCCN(C#N)c1nc(N(C)C)nc(N(C)C)n1 | 2% | 10% | i | 16% | 7%
Cc1ccc(OCc2ccoc2C(=O)O)cc1C | -4% | 9% | 0.4% | 14% | -3%
CCOC(=O)CN1C(=O)S/C(=C\c2ccc3c(c2)OCO3)C1=O | -27% | 7% | 0.7% | 34% | -7%
CCSc1nnc(NC(=O)c2ccc(C)cc2)s1 | 20% | 7% | 1.2% | 7% | -1%
CN1CCN(C2=C(Cl)C(=O)c3ccccc3C2=O)CC1 | -9% | · | 1.5% | · | ·
CCc1nnnn1-c1ccc([N+](=O)[O-])cc1C | 0% | 0% | i | -7% | 3%

An excerpt from above in order of molecular weight, descending:
SMILES | H1N1 NS1A inhibition | M. tuberculosis HTS | VEEV TC-83 Vero | tuberculosis growth | PhoP GFP inhibition | others
CCc1nnc(NS(=O)(=O)c2ccc(N/C=C\C(=O)c3cccc(OC)c3)cc2)s1 | 2% | 16µM* | 3.5% | 70% | -8%
COC(=O)[C@@H]1CCCN1C(=O)c1ccc(OC2CCN(Cc3ccccn3)CC2)cc1 | 4% | 4% | i | -6% | -8%
O=C(O)c1ccc(-n2nnnc2Oc2ccccc2C(=O)N2CCOCC2)cc1 | -12% | -8% | i | 0% | 0%
C/C(=N\NC(=O)C1CCCN(S(=O)(=O)c2ccccc2)C1)c1cccnc1 (centres undefined) | -20% | 1% | 3.8% | 7% | 6%
CC(C(=O)OCc1nnc(-c2ccccc2)o1)N1C(=O)C2CCCCC2C1=O (centres undefined) | -7% | -4% | 3.1% | 10% | 3%
CC(=O)c1cccc(N=Nc2c(-c3ccccc3)[nH]n(-c3ccccc3)c2=O)c1 | 20% | ? | 10% | 52% | 3%
CCSCCc1nnc(NC(=O)Nc2cccc(C(F)(F)F)c2)s1 | -5% | 58% | 0.2% | 75% | -3%
COc1cccc(C(=O)Nc2cccc(-c3ccc4nncn4n3)c2)c1OC | 4% | -7% | 5.2% | 8% | 6%
Cc1ccccc1CNC(=O)c1ccc2nc(N3CCOCC3)sc2c1 | 6% | 0% | 3.9% | 46% | ·
COc1cc2c(cc1NC(=O)Nc1ccc(C)cc1)oc1ccccc12 | -3% | 1% | 3.0% | · | 6%
Cc1ccccc1OCCN(C#N)c1nc(N(C)C)nc(N(C)C)n1 | 2% | 10% | i | 16% | 7%
CCOC(=O)CN1C(=O)S/C(=C\c2ccc3c(c2)OCO3)C1=O | -27% | 7% | 0.7% | 34% | -7%
O=C(CCNS(=O)(=O)c1ccccc1)N1CCCCCCC1 | -5% | -3% | 2.4% | 1% | 2%
O=C(Nc1ccccc1N1CCCCC1)c1ccccc1F | -8% | 8% | i | 51% | 10%
CCCCN(C(=O)c1ccc2c(c1)OCO2)c1ccccc1 | 2% | -4% | 0.8% | 40% | -2%
CN1CCN(C2=C(Cl)C(=O)c3ccccc3C2=O)CC1 | -9% | · | 1.5% | · | ·
CCSc1nnc(NC(=O)c2ccc(C)cc2)s1 | 20% | 7% | 1.2% | 7% | -1%
O=C(O)c1ccc2c(=O)[nH]c(CCl)nc2c1 | 8% | -6% | i | -16% | 4%
CCc1nnnn1-c1ccc([N+](=O)[O-])cc1C | 0% | 0% | i | -7% | 3%

(cont.)
SMILES | H1N1 NS1A inhibition | M. tuberculosis HTS | VEEV TC-83 Vero | tuberculosis growth | PhoP GFP inhibition | others
CCOc1ccc(C(=O)NCC(=O)NCC(c2ccc(OC)cc2)N2CCCC2)cc1 (centres undefined) | 4% | -14% | i | -1% | 1%
CCOC(=O)C1CCN(C(=O)c2ccc(OCC(=O)Nc3ccc(OCC)cc3)c(OC)c2)CC1 | -3% | ? | 5.7% | 10% | 4%
CCc1nnc(NC(=O)CCCSc2nc3ccccc3[nH]2)s1 | 8% | 11% | 3.5% | -2% | -8%
COc1cc(/C=C2\NC(=S)N(C)C2=O)ccc1OCc1cccc(F)c1 | -18% | 33% | i | -11% | -6%
O=C(NCc1cccs1)c1ccc(S(=O)(=O)N2CCOCC2)cc1 | 7% | 3% | 0.9% | -10% | -5%
Cc1ccc(CCNC(=O)c2nnc(CS(=O)(=O)c3ccccc3)o2)cc1 | -2% | -7% | 1.0% | -6% | 3%
N#C/C(=C\c1c(N2CCN(Cc3ccccc3)CC2)nc2ccccn2c1=O)S(=O)(=O)c1ccccc1 | 4% | -9% | i | 3% | -15%
O=C(NNc1c(Cl)cc(Cl)cc1Cl)C1CCC1 | -2% | -3% | 0.6% | -1% | -6%
Cc1nn(C)c(Oc2ccccc2)c1CCNC(=O)CCl | -2% | ? | i | 63% | 14%
Cc1cc2c(cc(C(=O)OC(C)C(=O)NCc3ccccc3)n2C)o1 (centres undefined) | -8% | · | 1.8% | · | ·
CCc1ccc(C(=O)O)cc1 | -1% | -3% | i | -3% | -2%
C/C(=N\O)C(C)Oc1ccc(Cl)cc1 (centres undefined) | 4% | -9% | 0.3% | 5% | 0% | VEEV TC-83 Vero 10K pilot screen=0.7
O=C(Nc1ccc(Br)cc1)C1CCN(c2cnccn2)CC1 | 1% | 3% | 1.3% | 17% | 2%
COc1ccc(CNC(=O)c2nnn(-c3cccc(C(F)(F)F)c3)c2N)cc1 | -8% | 39% | 0.9% | 32% | -1%
CCN(c1ccccc1)S(=O)(=O)c1cccc(C(=O)N(C)CCOc2ccccc2)c1 | -3% | -1% | 8.3% | 1% | 2%
CC1(C)CC2CN(C(=O)Cc3ccccc3)C(C)(C2)C1 (centres undefined) | 13% | 0% | 0.3% | 23% | -1%
Cc1ccc(S(=O)(=O)N/N=C/c2ccc(O)cc2O)cc1[N+](=O)[O-] | -3% | -3% | 5.8% | -1% | 5%
CC(=O)c1cc2c(cc1NC(=O)c1cc3nc(C(C)C)cc(C(F)(F)F)n3n1)OCO2 | -11% | 9% | 3.3% | -2% | -8%
COc1cccc(-c2c(-c3cc(OC)cc(OC)c3)n(C)c3ccc(-c4ccc(OC)nc4)cc23)c1 | -4% | -6% | 0.9% | -18% | ·
CCN1C(=O)[C@@H]2[C@@H](c3ccc(-c4ccc(C(C)=O)cc4)cc3)N3CCCC[C@@]3(C(=O)OC)[C@@H]2C1=O | 8% | 9% | 6.3% | 3% | 0%

The closing 2 records of the section above are carried over, then new ones follow.
SMILES | H1N1 NS1A inhibition | M. tuberculosis HTS | VEEV TC-83 Vero | tuberculosis growth | PhoP GFP inhibition | others
COc1cccc(-c2c(-c3cc(OC)cc(OC)c3)n(C)c3ccc(-c4ccc(OC)nc4)cc23)c1 | -4% | -6% | 0.9% | -18% | ·
CCN1C(=O)[C@@H]2[C@@H](c3ccc(-c4ccc(C(C)=O)cc4)cc3)N3CCCC[C@@]3(C(=O)OC)[C@@H]2C1=O | 8% | 9% | 6.3% | 3% | 0%
CN(CCC#N)Cc1cc(=O)oc2ccc3ccccc3c12 | 1% | -6% | 5.7% | 26% | -5%
CCCCCN(CCCCC)C(=O)C(CCC(=O)O)NC(=O)c1ccc(Cl)c(Cl)c1 (centres undefined) | -1% | 66% | i | 4% | 7%
O=C(/C=C/c1ccc(OC2CSC2)cc1)c1ccccc1 | 9% | ? | 8.3% | ? | 5%
O=C(NC(=S)Nc1ccc(S(=O)(=O)N2CCCCC2)cc1)c1cccs1 | 15% | 10% | i | -11% | -5%
N=c1c2c(n(Cc3ccc(Cl)cc3)c3c1CCC3)CCC2 | -3% | 6% | i | 60% | 80µM*
COC(=O)c1ccc(N(CC(=O)NC2CCCC2)C(=O)CNC(=O)c2ccco2)cc1 | -5% | -4% | 0.4% | 5% | -1%
COc1ccc(C(=O)CC(=O)c2ccc(OC)cc2)cc1 | -5% | 5% | 1.6% | · | 8%
CN(C(=O)c1ccc(NC(=O)Cc2cccc(NC(=O)C3CCCN(C(=O)C4CCCC4)C3)c2)cc1)C1CC1 (centres undefined) | -3% | · | i | · | ·
O=[N+]([O-])c1cc2c(cc1CN1CCN(c3ccccc3F)CC1)OCO2 | 2% | 1% | 1.1% | 19% | -7%
Cc1ccc(C(=O)N[C@@H](Cc2ccccc2)C(=O)N2CCC3(CC2)NCCc2[nH]cnc23)cc1C | -6% | -4% | 1.6% | 11% | 5%
CC(OC(=O)CNC(=O)c1sc2ccccc2c1Cl)c1ccccc1 (centres undefined) | -2% | ? | i | 77% | ·
CCN(CC)C(=O)Oc1cc(=O)n(C)c2ccccc12 | -6% | 5% | i | -1% | -5%

From PubChem BioAssay
